KOR beta-arrestin-1 – kappa opioid receptor blockers – cell-based, luminescence, uHTS (AID 1778); inhibition, % at 10 µM, or IC50 in µM where a hit was titrated; actives 0.091% (n = 290,000); KOR beta-arrestin recruitment, luminescence, antagonist mode; higher % means a stronger effect; further: strong numbers were not always called active
NOD1 inhibition – NOD1 signaling inhibitors, primary screen, cell-based, luminescence, uHTS (AID 1578); NOD1-driven NF-kB luciferase reporter cells, luminescence; higher % means a stronger effect; inhibition, % at 4 µM, or EC50 in µM where a hit was titrated; actives 1% (n = 290,000); in the data active means inhibition mostly above about 36%, no sharp cut-off; inactive means mostly below about 34%;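 further: HEK-293T reporter cells stimulated with the NOD1 agonist gamma-tri-DAP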
GPR55 activation – selective activators of receptor GPR55 – imaging, U2OS cells, beta-arrestin-GFP redistribution, primary screen (AID 1961); U2OS GPR55 beta-arrestin-GFP redistribution imaging; higher % means a stronger effect; one-dose activation, % at 10 µM; EC50 in µM for titrated hits; actives 0.048% (n = 290,000);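 active means activation above 40% with more than 50 cells counted in the well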;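 further: U2OS osteosarcoma cells stably expressing GPR55 and beta-arrestin-GFP; plate controls were DMSO negative control for no effect and LPI positive control for full effect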
TNAP activation fold – stimulation of alkaline phosphatase TNAP activity – biochemical, luminescent, no phosphate acceptor, uHTS, primary screen (AID 1001) | actives 0.03% (n = 200,000) | purified TNAP, luminescent activation assay, no phosphate acceptor; higher activation fold means a stronger effect | activation fold at 20 µM; hits with a dose series show EC50 in µM; in the data active means activation fold from about 3, or a potency from the dose series; inactive means the rest, 99 in 100 with activation fold below about 1.6; further: many of its hits are not listed in these tables
Yfh1-depleted yeast – enhancers of respiration in Yfh1-depleted yeast, dose response, Friedreich's ataxia, plus single-dose screen (AID 1465); S. cerevisiae Yfh1-off respiration, WST-1 reduction, 72 h; higher fold induction means a stronger effect; actives 0.074% (n = 220,000); one-dose fold induction at 50 µM; EC50 in µM for titrated hits;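 active means fold induction of absorbance versus untreated yeast above a set limit, then at least 30% activation at any dose in follow-up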;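 further: activators that raise dye reduction in frataxin-depleted yeast; strong numbers were not always called active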
NOD2 inhibition – NOD2 signaling inhibitors, cell-based, luminescence, uHTS, HEK293 (AID 1566); actives 0.63% (n = 290,000); HEK293 NOD2/NF-kB luciferase reporter, luminescence; higher % means a stronger effect; inhibition, % at 4 µM, or EC50 in µM where a hit was titrated; further: many of its hits are not listed in these tables
KOR beta-arrestin-2 – kappa opioid receptor activators – cell-based, luminescence, uHTS, primary screen (AID 1777); KOR beta-arrestin recruitment, luminescence; higher % means a stronger effect; one-dose activation, % at 10 µM; EC50 in µM for titrated hits; actives 0.02% (n = 280,000); in the data active means activation above about 50%, passing the limit was not always enough; further: a part of the inactive calls stands beside numbers as strong as those of hits
CSM14.1 death rescue – rescue of cells from ER stress-induced death, primary screen, 384-well, CSM14.1, thapsigargin, ATP luminescence (AID 1222). CSM14.1 thapsigargin-induced death rescue, ATP luminescence; higher % means a stronger effect. one-dose cellular ATP content (survival), % at 20 µM; EC50 in µM for titrated hits. 190,000 tested, under 10 active;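 active means EC50 below 50 µM in the dose-response confirmation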;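 further: death triggered by thapsigargin at about 15 µM added after 2 h compound pretreatment; cell ATP read after overnight thapsigargin exposure of roughly 18 to 22 hours; normalized against plate controls of thapsigargin alone and 5% DMSO vehicle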
NTR1 agonist – agonists of NTR1, primary screen, imaging, U2OS cells, beta-arrestin-GFP, high content (AID 493036). NTR1-U2OS beta-arrestin-GFP spot imaging, agonist mode. actives 0.17% (n = 330,000). activation, % at 20 µM;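 active means activation at or above 40% of the spot to cytoplasm intensity ratio, with at least 20 cells analyzed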;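 further: 0% = DMSO without peptide and 100% = 100 nM NTR1 peptide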
Target sequence (P30989 whole entry, looked up): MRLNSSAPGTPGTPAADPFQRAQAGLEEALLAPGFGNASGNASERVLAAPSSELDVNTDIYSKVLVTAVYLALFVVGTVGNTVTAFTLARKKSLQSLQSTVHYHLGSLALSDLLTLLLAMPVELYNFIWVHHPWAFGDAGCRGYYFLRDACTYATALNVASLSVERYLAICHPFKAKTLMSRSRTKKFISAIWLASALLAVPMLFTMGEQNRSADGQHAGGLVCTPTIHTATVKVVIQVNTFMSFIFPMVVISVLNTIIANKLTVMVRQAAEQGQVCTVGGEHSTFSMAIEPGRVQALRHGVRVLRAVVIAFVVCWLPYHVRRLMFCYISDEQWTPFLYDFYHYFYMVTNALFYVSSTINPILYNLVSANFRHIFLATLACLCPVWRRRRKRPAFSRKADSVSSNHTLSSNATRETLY
NTR1 agonist cell count 20 µM – also measured in NTR1 agonist; calls as there; cell count; measured here: cell count, cytotoxicity flag
* = called active by the depositor; i = inactive; . = no result given; [ ] = another dose, or the depositor's remark. Unless noted, no stated cut-off is given here; in the data, active means inhibition above about 50%; inactive means the rest. Not all compounds are listed (hit frequency here may not be typical).

SMILES	KOR beta-arrestin-1	NOD1 inhibition	GPR55 activation	TNAP activation fold	Yfh1-depleted yeast	NOD2 inhibition	KOR beta-arrestin-2	CSM14.1 death rescue	NTR1 agonist	NTR1 agonist cell count 20 µM
COc1cc2c(cc1OC)-c1nnc(-c3ccco3)n1C1(CCCC1)C2	23%	-2%	0.9%	1.1	i	26%	12%	-0.9%	0.1	33
CN(c1ccc(C(=O)NC2CCCC2)cc1)S(=O)(=O)c1ccc(Cl)cc1	1%	-39%	-0.1%	.	.	10%	-1.7%	.	-0.1	74
CCOC(=O)C1CCN(S(=O)(=O)c2cc3c(cc2C)NC(=O)CO3)CC1	0%[20 µM]	40%	-0.1%	.	.	3%	-2.8%	.	-0.4	52
CN(C)S(=O)(=O)c1cccc(NC(=O)CCNC(=O)c2ccccc2Cl)c1	3%	18%	0.2%	1	i	13%	-4.3%	-1.2%	2.6	60
O=C(CSc1ccc2nnc(-c3ccccn3)n2n1)NCc1ccc2c(c1)OCO2	24%	-25%	0.8%	1.1	.	21%	6.6%	-0.9%	-1.0	95
CC1Cc2ccccc2N1C(=O)Cc1cccs1 (stereo not drawn)	31%	-9%	0.0%	1.1	i	9%	-3.3%	0.9%	-0.5	57
Cc1cccc(NS(=O)(=O)c2cn(C)c(=O)n(C)c2=O)c1C	-5%[20 µM]	3%	0.0%	.	.	17%	-5.0%	.	1.5	81
O=C1NC(=S)N/C1=C/c1cc2c(cc1[N+](=O)[O-])OCO2	-23%	-3%	-0.1%	.	.	28%	-0.7%	.	-1.2	45
Cc1nn(C2CCS(=O)(=O)C2)c(Cl)c1/C=C/C(=O)OCC(=O)N(C)C (stereo not drawn)	-10%	-23%	-0.1%	1.1	i	-4%	-4.3%	-2.0%	1.8	67
CS(=O)(=O)c1nc(S(=O)(=O)c2ccc(Cl)cc2)c(N2CCOCC2)s1	3%	15%	-0.2%	.	.	9%	-4.6%	.	-0.5	47
CC(C)Nc1ncnc2c1cnn2-c1ccc(Cl)cc1	-31%	1%	0.3%	1.1	i	-171%	0.7%	-5.6%	-0.6	90
CC(=O)c1cc(-c2ccc(F)cc2)n(CCC(=O)NC(C)(C)C)c1C	16%	-40%	0.5%	1.1	i	17%	-4.3%	0.1%	3.5	75
On1c(-c2ccccc2)nc2ncccc21	-22%	5%	-0.1%	.	.	6%	-2.4%	.	1.5	78
CCOC(=O)c1cc(OC(=O)c2ccccc2Br)n(-c2ccccc2)n1	-6%	0%	-0.1%	1.1	i	-4%	1.9%	-2.0%	-1.0	57
Cc1ccc(C)c(N2CCN(S(=O)(=O)c3c(C)[nH]c(C)c3C(=O)N3CCCCC3)CC2)c1	-9%	0%	1.1%	.	.	8%	-1.4%	.	-0.6	55
Cc1csc(N2CCc3ccccc32)n1	15%	.	0.0%	1.1	i	-3%	-1.6%	-2.6%	-2.0	83
Clc1ccc(-c2nn3c(-c4ccccn4)nnc3s2)c(Cl)c1	-29%	-13%	-0.2%	1.1	.	-3%	1.6%	0.4%	.	.
CCc1nc2c3cnn(-c4cc(Cl)ccc4C)c3ncn2n1	-4%	7%	1.0%	0.7	i	8%	-6.8%	-1.8%	1.8	51
Cc1nc2cc(-c3cccc(F)c3)nn2c(C)c1CCC(=O)NC(C)c1ccc2c(c1)OCCO2 (stereo not drawn)	-7%	1%	-0.2%	1	.	8%	-0.5%	-0.1%	4.7	57
O=C(O)c1ccccc1-n1ncc2c1/C(=C/c1ccc(Cl)cc1)CC2	8%	-4%	0.1%	.	i	17%	3.3%	.	0.3	60
CCC1CCC(c2nnc(-c3ccc([N+](=O)[O-])cc3)o2)CC1 (stereo not drawn)	17%	-24%	2.3%	1	i	-22%	-2.2%	-3.0%	-1.0	57
C=CCNC(=S)NNc1nc(N2CCCC2)nc(N2CCCC2)n1	0%[20 µM]	-4%	0.5%	.	.	19%	-1.8%	.	0.5	72
COC(=O)CCC(NC(=O)c1cc(C)oc1C)C(=O)OC (stereo not drawn)	13%	-11%	-0.4%	1.1	i	14%	-7.9%	-1.5%	-0.1	42
COc1ccc(CCNC(=O)CSc2ccc3nnc(CCNC(=O)c4ccc(C)cc4)n3n2)cc1OC	-14%	-7%	-0.1%	.	.	1%	2.1%	.	-0.5	79
O=C(C1=C[C@@H](C2CC2)C[C@@H](OCCCCO)O1)N1CCN(Cc2ccccc2)CC1	-10%	-27%	-0.2%	1.1	.	7%	-2.7%	-0.2%	5.5	85

At a glance, ten of the compounds above:
SMILES	KOR beta-arrestin-1	NOD1 inhibition	GPR55 activation	TNAP activation fold	Yfh1-depleted yeast	NOD2 inhibition	KOR beta-arrestin-2	CSM14.1 death rescue	NTR1 agonist	NTR1 agonist cell count 20 µM
COc1cc2c(cc1OC)-c1nnc(-c3ccco3)n1C1(CCCC1)C2	23%	-2%	0.9%	1.1	i	26%	12%	-0.9%	0.1	33
CN(c1ccc(C(=O)NC2CCCC2)cc1)S(=O)(=O)c1ccc(Cl)cc1	1%	-39%	-0.1%	.	.	10%	-1.7%	.	-0.1	74
CCOC(=O)C1CCN(S(=O)(=O)c2cc3c(cc2C)NC(=O)CO3)CC1	0%[20 µM]	40%	-0.1%	.	.	3%	-2.8%	.	-0.4	52
CN(C)S(=O)(=O)c1cccc(NC(=O)CCNC(=O)c2ccccc2Cl)c1	3%	18%	0.2%	1	i	13%	-4.3%	-1.2%	2.6	60
O=C(CSc1ccc2nnc(-c3ccccn3)n2n1)NCc1ccc2c(c1)OCO2	24%	-25%	0.8%	1.1	.	21%	6.6%	-0.9%	-1.0	95
CC1Cc2ccccc2N1C(=O)Cc1cccs1 (stereo not drawn)	31%	-9%	0.0%	1.1	i	9%	-3.3%	0.9%	-0.5	57
Cc1cccc(NS(=O)(=O)c2cn(C)c(=O)n(C)c2=O)c1C	-5%[20 µM]	3%	0.0%	.	.	17%	-5.0%	.	1.5	81
O=C1NC(=S)N/C1=C/c1cc2c(cc1[N+](=O)[O-])OCO2	-23%	-3%	-0.1%	.	.	28%	-0.7%	.	-1.2	45
Cc1nn(C2CCS(=O)(=O)C2)c(Cl)c1/C=C/C(=O)OCC(=O)N(C)C (stereo not drawn)	-10%	-23%	-0.1%	1.1	i	-4%	-4.3%	-2.0%	1.8	67
CS(=O)(=O)c1nc(S(=O)(=O)c2ccc(Cl)cc2)c(N2CCOCC2)s1	3%	15%	-0.2%	.	.	9%	-4.6%	.	-0.5	47

New compounds follow.
SMILES	KOR beta-arrestin-1	NOD1 inhibition	GPR55 activation	TNAP activation fold	Yfh1-depleted yeast	NOD2 inhibition	KOR beta-arrestin-2	CSM14.1 death rescue	NTR1 agonist	NTR1 agonist cell count 20 µM
CC1=NN(C(=O)Cc2ccc([N+](=O)[O-])cc2)C(O)(C(F)(F)C(F)(F)F)C1 (stereo not drawn)	13%	6%	-0.2%	.	i	29%	3.8%	.	2.5	54
c1ccc2c(c1)C(=NCC1CCCO1)NC2=NCC1CCCO1 (stereo not drawn)	-22%	14%	0.2%	1	i	19%	-1.2%	0.6%	0.5	47
N#Cc1ccccc1Cn1c(=O)oc2ccccc21	-4%	-2%	0.4%	.	.	7%	8.7%	.	0.3	51
C=CCNc1nnc(Cl)c2ccccc12	-13%	-10%	-0.2%	1.1	i	6%	-1.7%	-1.7%	-0.1	61
COc1ccc(N2CC(C(=O)N/N=C/c3cc([N+](=O)[O-])ccc3O)CC2=O)cc1 (stereo not drawn)	10%	-24%	-0.2%	1	i	12%	-5.0%	-0.3%	-0.1	43
O=C(CNC(=O)c1ccco1)OCC(=O)c1ccc(Cl)cc1Cl	-53%[20 µM]	-24%	0.5%	1.1	i	-5%	.	0.6%	-0.5	52
CO/N=C/NC(=O)NOCc1ncc(C(F)(F)F)cc1Cl	4%	-69%	-0.2%	1.1	i	1%	3.2%	-4.4%	0.4	49
O=C(Nc1ccc(F)cc1F)c1c(C(F)(F)F)ccnc1Oc1cccc(C(F)(F)F)c1	-9%	-7%	0.1%	.	i	15%	1.8%	.	0.2	41
O=C(Nc1ccnn1C1CCN(Cc2ccccc2OCCO)CC1)c1cccc(F)c1	22%	-19%	-0.1%	.	.	4%	0.1%	.	-0.3	57
Cc1ccccc1NC(=O)COC(=O)C1(C)CC1(Cl)Cl (stereo not drawn)	-16%	-11%	-0.1%	1.1	i	-15%	4.0%	-1.2%	0.6	36
CCOC(=O)C1CCCN(C(=O)Cn2cnc3sc(C)c(S(=O)(=O)N4CCOCC4)c3c2=O)C1 (stereo not drawn)	-6%	0%	0.3%	.	.	4%	1.0%	.	-1.3	38
O=C(CN1C(=O)c2ccccc2C1=O)Nc1ccc2c(c1)OCO2	24%	-9%	0.2%	1.1	i	3%	-3.7%	0.3%	0.9	65
Cc1cc(C)c2c(n1)nn1c(NCCN3CCOCC3)cc(C)nc21	11%	-2%	-0.2%	1.3	i	11%	1.4%	-1.0%	1.6	88
O=C1CC2(CC(c3ccc(Cl)cc3)=NO2)C(=O)N1c1ccccc1 (stereo not drawn)	-12%	-14%	-0.2%	.	i	5%	4.7%	.	0.1	52
Cc1nc2ccc(C(=O)O)cc2c2c1CC(CN)O2 (stereo not drawn)	4%	-31%	0.2%	.	.	6%	-0.4%	.	1.0	55
O=C(O)c1ccc(-c2sc(Nc3ccccc3)n[n+]2-c2ccccc2)cc1	-30%[20 µM]	7%	-0.3%	.	.	10%	-0.8%	.	-1.9	100
CN(Cc1ccccc1F)Cc1cc(=O)oc2cc(O)c(Cl)cc12	-24%	45%	0.3%	.	.	-12%	4.2%	.	3.8	45
O=C(c1cn(CC(=O)N2CCCC2)c2ccccc12)C1CCCCC1	24%	1%	-0.2%	1.1	i	10%	-3.0%	0.8%	1.3	95
Cc1ccc(C(=O)O/N=C/c2c(C(F)(F)F)nn(C)c2Sc2ccc(Cl)cc2)cc1	3%	46%	0.3%	1.1	i	21%	5.5%	-1.1%	1.9	40
Cc1ccc(S(=O)(=O)Oc2ccc3c(c2)O/C(=C\c2cccnc2)C3=O)cc1	-208%	0%	-0.1%	1	i	28%	10%	-0.1%	43*	47*
N#Cc1nc(COc2cccc(Cl)c2)oc1NCCN1CCOCC1	18%	3%	0.1%	.	i	8%	-3.5%	.	-0.4	65
N#Cc1cc2c(nc1SCC(=O)Nc1nccs1)CCCCC2	-12%	.	-0.1%	1.2	i	-183%	1.2%	.	-0.9	47
CCOC(=O)c1nc(C)nc(Sc2n[nH]c(-c3ccccc3)n2)c1C	12%	2%	0.2%	.	i	14%	-1.2%	.	2.9	68

Screens from PubChem.
